# Pf apPOL block: Pf-apPOL inhibitors, biochemical, fluorescence; 0.25% of 210,000 active; inhibition, % at 10 µM; AID 1794808, 2022; Recombinant Pf-apPOL, molecular beacon fluorescence, 1.5 h
# mHTT CaM bind: mutant huntingtin-calmodulin interaction inhibitors – biochemical, AlphaScreen, primary screen. inhibition, % at 15 µM. AlphaScreen His-mHTT/GST-CaM binding, luminescence. P42858. AID 1671202, 2021. 3.6% of 190,000 active;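 further: 0% = both proteins with DMSO and 100% = one protein alone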
# An asterisk follows results filed as active; . = no result given; & = joins results of further samples. No stated cut-off is given here; in the data, active means inhibition above about 50%; inactive means the rest.
(1) CC(=O)COc1ccc2c(c1)OC(=Cc1cccc(Cl)c1)C2=O
(2) CC1COc2ccc(C(=O)NCCN(C)C)cc2N1Cc1cccc(F)c1 (stereo not drawn)
(3) COCC(=O)N1CCN(Cc2c(-c3ccc(F)cc3)nc3sc(C)cn23)CC1
(4) CCN1C=C(C(=O)OCc2ccccc2Cl)C(C)=NS1(=O)=O
(5) Cc1ccccc1NC=CC(=O)c1ccc(Cl)cc1
(6) CN1CCC2(CCN3CCc4c(oc5ccccc45)C3C2)N(C)C1=O (stereo not drawn)
(7) O=C(Nc1cc(Cl)ccc1Cl)c1cc(I)ccc1Cl
(8) COc1ccc(-n2nc3c(c2NC(=O)c2ccc4c(c2)OCO4)CS(=O)C3)cc1 (stereo not drawn)
screen / no.	1	2	3	4	5	6	7	8
Pf apPOL block	-2	-4	0	0	2	10	-14	-1
mHTT CaM bind	15	6	14	-6	3	.	-5	1

(9) O=C(Nc1nc(-c2ccc([N+](=O)[O-])cc2)cs1)C1CC1
(10) Cc1ccc2c(c1)C(=O)NC1(CCN(C(=O)c3ccc(F)c(Cl)c3)CC1)N2C
(11) NC(=O)COc1ccc([N+](=O)[O-])cc1
(12) CCN(CC)S(=O)(=O)c1ccc(OC)c(NC(=O)CCc2ccccc2)c1
(13) CC(C)N1Cc2cc(C(=O)NCCCN3CCc4ccccc4C3)sc2C1
(14) COc1ccc(NC(=O)N2CCC(Cc3nc4cccnc4n3CC(C)C)C2)c(C)c1 (stereo not drawn)
(15) C=CCn1c(SCC(=O)c2cccs2)nc2sc3c(c2c1=O)CCCC3
(16) Cc1nnc2c(NC(=O)Cc3cccc(C(F)(F)F)c3)cccn12
screen / no.	9	10	11	12	13	14	15	16
Pf apPOL block	-1	-3	-3	6	-3	-3	-1	-1
mHTT CaM bind	0	-9	-4	1	26	0	-12	12

(17) COc1nc(OC)nc(N2CCCc3cccc(C)c32)n1
(18) O=C(CCc1ccccc1)N1CCCC(COc2ccc(C(=O)N3CCOCC3)cc2)C1 (stereo not drawn)
(19) CCC(=O)Nc1cccnc1-c1ccc(C(=O)Nc2ccc(C)cc2)cc1
(20) O=C(c1ccco1)N1CCC2(C1)NCc1ccccc1NC2=NCc1ccccc1 (stereo not drawn)
(21) COCC(=O)N1CCC2(CC1)SCC(=O)N2c1ccc(Cl)cc1
(22) Cc1cn(-c2ccccc2)[nH]c1=O
(23) Cc1cc2cc(CCNC(=O)c3cc4ccccc4oc3=O)c(=O)[nH]c2cc1C
(24) O=C(c1ccoc1)N1CCC(Oc2cc(N3CCOCC3)ncn2)C1 (stereo not drawn)
screen / no.	17	18	19	20	21	22	23	24
Pf apPOL block	-12	-2	-2	-5	-1	-1	18	-3
mHTT CaM bind	.	14	0	19	5	-2	-6	-3

# An excerpt from above in order of SMILES length, lowest first:
(21) COCC(=O)N1CCC2(CC1)SCC(=O)N2c1ccc(Cl)cc1
(19) CCC(=O)Nc1cccnc1-c1ccc(C(=O)Nc2ccc(C)cc2)cc1
(23) Cc1cc2cc(CCNC(=O)c3cc4ccccc4oc3=O)c(=O)[nH]c2cc1C
screen / no.	21	19	23
Pf apPOL block	-1	-2	18
mHTT CaM bind	5	0	-6

# Carrying on:
(25) Cc1cc(C)cc(S(=O)(=O)N2CCC(n3cnc4ccc(F)cc4c3=O)CC2)c1
(26) CC(C)CC(=O)Nc1ccc(N2CCN(C(=O)C(C)C)CC2)nc1
(27) CN1CCN(C(=O)CC23CC4CC(CC(C4)C2)C3)CC1
(28) Nc1ccc(/C=C/C(=O)c2ccco2)cc1
(29) COc1cccc(C2C3=C(Nc4ncnn42)c2ccccc2OC3c2ccc(C)cc2)c1 (stereo not drawn)
(30) CCc1cc(C2CCCN2C(=O)c2cc(C)on2)on1 (stereo not drawn)
(31) O=C(NCC1CCCO1)c1cccc(-c2nc(-c3ccccc3)no2)c1 (stereo not drawn)
(32) COCCNC(=O)C1CCCN(c2nc3c(s2)c(C)nn3-c2ccc(F)cc2)C1 (stereo not drawn)
screen / no.	25	26	27	28	29	30	31	32
Pf apPOL block	1	-3	11	-9	-1	0	-3	2
mHTT CaM bind	-8	-1	1	0	18	-5	-2	-5

# Entries shown so far with an NH in an aromatic ring (2):
(22) Cc1cn(-c2ccccc2)[nH]c1=O
(23) Cc1cc2cc(CCNC(=O)c3cc4ccccc4oc3=O)c(=O)[nH]c2cc1C
screen / no.	22	23
Pf apPOL block	-1	18
mHTT CaM bind	-2	-6

# The results go on.
(33) O=C(NCc1ccccc1)c1ccc(NC(=O)C2CCCC2)cc1
(34) CCc1nnc(NC(=O)c2cc(I)ccc2Cl)s1
(35) Cc1cc(C)cc(NC(=O)c2ccccc2C)c1
(36) COc1ccc(C2=NC(C)(C)N(CC(=O)Nc3ccc(Cl)cc3)C2=O)cc1
(37) O=C1CSC(c2ccc(Cl)cc2Cl)N1c1cccc(F)c1 (stereo not drawn)
(38) CCCNc1ncnc2c1c(-c1ccccc1)cn2-c1ccccc1
(39) O=C(CCN1C(=O)c2ccccc2C1=O)Nc1ccc(F)cc1
(40) Cc1cccc(C(=O)N2CCCC(C(=O)Nc3ccccc3F)C2)c1 (stereo not drawn)
screen / no.	33	34	35	36	37	38	39	40
Pf apPOL block	-8	0	0	-6	-2	-4	-2&-5	10
mHTT CaM bind	-9	0	-15	-1	-25	39	1&2	28

(41) CC1=NN(c2ncnc3sc4c(c23)CCCC4)C(=O)C1
(42) CCOC(=O)N1CCN(C(=O)c2ccc([N+](=O)[O-])cc2)CC1
(43) CN(C)c1ccnc(NCc2ccccc2)c1C#N
(44) O=c1c(-c2cc3ccccc3o2)coc2cc(O)ccc12
(45) Cn1cnnc1SCC(=O)Nc1ccc2c(c1)OCO2
(46) CCC(C)NC(=O)C1CCCN(S(=O)(=O)c2ccc(Br)s2)C1 (stereo not drawn)
(47) Cc1ccc(C)c(S(=O)(=O)N2CCCC(C)(C(=O)NCc3ccc(F)cc3)C2)c1 (stereo not drawn)
(48) Cc1cc(C)c2nc(C(Cl)(Cl)Cl)[nH]c(=O)c2c1
screen / no.	41	42	43	44	45	46	47	48
Pf apPOL block	3	-6	-2	-9	2	-4	-2	-7
mHTT CaM bind	.	2	-3	-3	1	-6	61*	3

(49) CCC(=O)NCc1nc2c(n1CC)CN(C(=O)Cc1ccc(C)cc1)CC2
(50) Cc1nc(Nc2nc3ccccc3o2)nc2c1CCC2
(51) O=C(CSc1ccc(-c2cccnc2)nn1)NCC1CCCO1 (stereo not drawn)
(52) O=C(Nc1cccs1)Nc1ccccc1N1CCCCC1
(53) O=[N+]([O-])c1ccccc1CSc1nnc2sc3ccccc3n12
(54) Cc1ccc(CNC(=O)C2CCN(S(=O)(=O)c3ccc(Br)s3)CC2)cc1
(55) Cc1c(C(=O)NCc2ccco2)oc2ccc(S(=O)(=O)N3CCCCCC3)cc12
(56) O=S(=O)(Nc1ccc(S(=O)(=O)Nc2ncccn2)cc1)c1ccc(Cl)cc1
screen / no.	49	50	51	52	53	54	55	56
Pf apPOL block	-13	6&-11	-3	-10	2	1	-5	-4
mHTT CaM bind	3	-5&0	-22	.	-4	-2	11	-8

(57) COC(=O)c1cc(Nc2cc(OC)ccc2OC)c2ccccc2n1
(58) COc1ccc(OC)c(CNC(=O)C2CCc3sc(C(=O)N(C)C)cc3C2)c1 (stereo not drawn)
(59) COc1ccc(Cl)cc1NC(=O)NCC1CCN(S(C)(=O)=O)CC1
(60) Cc1ccccc1NC(=O)Cn1cccc1-c1nnc(-c2ccccc2)o1
(61) CCn1c(SCC(=O)NCc2ccco2)nnc1-c1c[nH]c2ccccc12
(62) CCOC(=O)c1cnn(C(=O)c2snnc2C)c1N
(63) COc1ccc(-c2cn(-c3cccc(C)c3)c(=O)[nH]2)cc1
(64) COc1ccc(NC(=O)CN2CCC(c3nc(-c4ccccc4)no3)CC2)cc1Cl
screen / no.	57	58	59	60	61	62	63	64
Pf apPOL block	-1	1	-8	5	-8	-2	-8	1
mHTT CaM bind	12	13	-12	5	-7	.	14	2

(65) COC(=O)/C=C/c1ccc2c(c1)S(=O)(=O)N(c1cccc(OC)c1)[C@H]2CC(=O)OC
(66) O=[N+]([O-])c1ccc(CN2CC(N3CCC(c4ccccc4)CC3)CS2(=O)=O)cc1 (stereo not drawn)
(67) CCOc1cc(OCC)cc(C(=O)Nc2ccc(Cl)cc2)c1
(68) Cc1cc(C(F)(F)F)nn1CC(=O)N1CCCC1c1ccccc1Cl (stereo not drawn)
(69) CC(C)Sc1ccc(C(F)(F)F)cc1[N+](=O)[O-]
(70) COc1ccccc1C1CC(=O)N(C)c2c1c(C)nn2-c1nc(C)cc(C)n1 (stereo not drawn)
(71) Cc1oc2ccn(Cc3ccccc3F)c(=O)c2c1C(=O)N1CCCCC1C (stereo not drawn)
(72) CN(CCO)C12CC3CC(CC(O)(C3)C1)C2
screen / no.	65	66	67	68	69	70	71	72
Pf apPOL block	-2	-3	-1	-5	-31	0	1	-5
mHTT CaM bind	14	50*	-11	-4	.	4	1	-7

(73) CCn1cc(S(=O)(=O)Nc2cc(Cl)ccc2OC)c2cccnc21
(74) CCn1cc(-c2ccccc2)cc1C(=O)NCc1ccccn1
(75) Cc1ccc(S(=O)(=O)N=C2C=C(Nc3cccc(C)c3)C(=O)c3ccccc32)cc1
(76) CC1(C(=O)NCc2ccccc2)CCC(=O)N1CCc1cccs1 (stereo not drawn)
(77) NCCN1CCOC(c2ccccc2)C1 (stereo not drawn)
(78) OC(COc1ccc(Br)cc1)C[N+]1(Cc2ccccc2)CCCCC1 (stereo not drawn)
(79) O=C(Nc1cc(Cl)ccc1O)C(c1ccccc1)c1ccccc1
(80) COc1ccc(Cl)cc1N1CC(c2nc3ccccc3n2C)CC1=O (stereo not drawn)
screen / no.	73	74	75	76	77	78	79	80
Pf apPOL block	17	-19	-2	0	6	-14	3	-9
mHTT CaM bind	23	47	82*	-10	-10	6	16	-18

(81) COc1cc(Br)cc(C=Nc2cccc(NC(=O)c3ccccc3)c2)c1O
(82) CCC(=O)NC(c1ccc(N(C)C)cc1)c1ccc2cccnc2c1O (stereo not drawn)
(83) COc1cccc2cc(C(=O)Nc3nccs3)c(=Nc3cccc(Cl)c3)oc12
(84) COCCN=C1Nc2ccccc2CNC12CCN(C(=O)c1ccccc1OC)C2 (stereo not drawn)
(85) O=C(C1CCN(S(=O)(=O)N2CCC3(CC2)OCCO3)CC1)N1CCC2(CC1)OCCO2
(86) Cc1c(-c2noc(C(=O)NCc3cccc(Br)c3)n2)oc2ccccc12
(87) CC(C)C(=O)Nc1ccc(Cl)cc1F
(88) CN1CCOc2cc(S(=O)(=O)NCc3csc(-c4cccs4)n3)ccc21
screen / no.	81	82	83	84	85	86	87	88
Pf apPOL block	0	3	-5	-2	-14	3	-34	-5
mHTT CaM bind	38	100*	-1	6	-4	-26	-2	.

(89) Cc1cc(C)c(-n2cnnn2)c(C)c1
(90) CC(=O)C1=C(O)C(=O)N(c2ccccn2)C1c1ccc(F)cc1 (stereo not drawn)
(91) Cc1ccccc1C1CCCN1C(=O)c1ccc2c(c1)OCO2 (stereo not drawn)
(92) CCCOc1ccc(C2NC(=O)CCC2[N+](=O)[O-])cc1 (stereo not drawn)
(93) CCOC(=O)N1CCc2nn(CC(=O)Nc3ccc(C(=O)OC)cc3)c(=O)cc2C1
(94) O=C(O)C=CNNC(=O)c1ccc([N+](=O)[O-])cc1
screen / no.	89	90	91	92	93	94
Pf apPOL block	-2	-5	-3	-7	-2	3
mHTT CaM bind	-12	8	-4	2	0	.

# In the list so far, these have fluorine:
(2) CC1COc2ccc(C(=O)NCCN(C)C)cc2N1Cc1cccc(F)c1 (stereo not drawn)
(3) COCC(=O)N1CCN(Cc2c(-c3ccc(F)cc3)nc3sc(C)cn23)CC1
(10) Cc1ccc2c(c1)C(=O)NC1(CCN(C(=O)c3ccc(F)c(Cl)c3)CC1)N2C
(16) Cc1nnc2c(NC(=O)Cc3cccc(C(F)(F)F)c3)cccn12
(25) Cc1cc(C)cc(S(=O)(=O)N2CCC(n3cnc4ccc(F)cc4c3=O)CC2)c1
(32) COCCNC(=O)C1CCCN(c2nc3c(s2)c(C)nn3-c2ccc(F)cc2)C1 (stereo not drawn)
(37) O=C1CSC(c2ccc(Cl)cc2Cl)N1c1cccc(F)c1 (stereo not drawn)
(39) O=C(CCN1C(=O)c2ccccc2C1=O)Nc1ccc(F)cc1
(40) Cc1cccc(C(=O)N2CCCC(C(=O)Nc3ccccc3F)C2)c1 (stereo not drawn)
(47) Cc1ccc(C)c(S(=O)(=O)N2CCCC(C)(C(=O)NCc3ccc(F)cc3)C2)c1 (stereo not drawn)
screen / no.	2	3	10	16	25	32	37	39	40	47
Pf apPOL block	-4	0	-3	-1	1	2	-2	-2&-5	10	-2
mHTT CaM bind	6	14	-9	12	-8	-5	-25	1&2	28	61*

(68) Cc1cc(C(F)(F)F)nn1CC(=O)N1CCCC1c1ccccc1Cl (stereo not drawn)
(69) CC(C)Sc1ccc(C(F)(F)F)cc1[N+](=O)[O-]
(71) Cc1oc2ccn(Cc3ccccc3F)c(=O)c2c1C(=O)N1CCCCC1C (stereo not drawn)
(87) CC(C)C(=O)Nc1ccc(Cl)cc1F
(90) CC(=O)C1=C(O)C(=O)N(c2ccccn2)C1c1ccc(F)cc1 (stereo not drawn)
screen / no.	68	69	71	87	90
Pf apPOL block	-5	-31	1	-34	-5
mHTT CaM bind	-4	.	1	-2	8
